M4 ag: human M4 muscarinic receptor agonists, primary screen, CHO-K1 cells, Fluo-8 calcium fluorescence; CHO-K1 hM4/Gqi5; vehicle 0%, full acetylcholine response 100%; activation, % at 3 µM; 360,000 compounds, 0.14% hits;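 active = activation above the run mean over all test wells plus 3 SD, cut at about 32% in these data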;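 also: peak over basal fluorescence ratio per well then scaled between controls; 0% = DMSO wells and 100% = acetylcholine at EC100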
IDE inh: human IDE inhibitors in live cells, primary screen, fluorescence polarization, HEK cells, FAbetaB substrate | Insulin-degrading enzyme (Homo sapiens), P14735 | FAbetaB cleavage | inhibition, % at 5.59 µM | 320,000 compounds, 0.41% hits | AID 434962, 2010;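 active = percent inhibition above the average of all tested compounds plus 3 SD, set per screening campaign, cut at about 16% in these data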;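 also: IDE supplied by intact live HEK cells; FP after avidin binding of uncleaved biotin substrate so inhibition keeps polarization high; 0% = DMSO wells and 100% = 60 µM reference IDE inhibitor Ii1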
Target sequence (P14735 whole entry, looked up): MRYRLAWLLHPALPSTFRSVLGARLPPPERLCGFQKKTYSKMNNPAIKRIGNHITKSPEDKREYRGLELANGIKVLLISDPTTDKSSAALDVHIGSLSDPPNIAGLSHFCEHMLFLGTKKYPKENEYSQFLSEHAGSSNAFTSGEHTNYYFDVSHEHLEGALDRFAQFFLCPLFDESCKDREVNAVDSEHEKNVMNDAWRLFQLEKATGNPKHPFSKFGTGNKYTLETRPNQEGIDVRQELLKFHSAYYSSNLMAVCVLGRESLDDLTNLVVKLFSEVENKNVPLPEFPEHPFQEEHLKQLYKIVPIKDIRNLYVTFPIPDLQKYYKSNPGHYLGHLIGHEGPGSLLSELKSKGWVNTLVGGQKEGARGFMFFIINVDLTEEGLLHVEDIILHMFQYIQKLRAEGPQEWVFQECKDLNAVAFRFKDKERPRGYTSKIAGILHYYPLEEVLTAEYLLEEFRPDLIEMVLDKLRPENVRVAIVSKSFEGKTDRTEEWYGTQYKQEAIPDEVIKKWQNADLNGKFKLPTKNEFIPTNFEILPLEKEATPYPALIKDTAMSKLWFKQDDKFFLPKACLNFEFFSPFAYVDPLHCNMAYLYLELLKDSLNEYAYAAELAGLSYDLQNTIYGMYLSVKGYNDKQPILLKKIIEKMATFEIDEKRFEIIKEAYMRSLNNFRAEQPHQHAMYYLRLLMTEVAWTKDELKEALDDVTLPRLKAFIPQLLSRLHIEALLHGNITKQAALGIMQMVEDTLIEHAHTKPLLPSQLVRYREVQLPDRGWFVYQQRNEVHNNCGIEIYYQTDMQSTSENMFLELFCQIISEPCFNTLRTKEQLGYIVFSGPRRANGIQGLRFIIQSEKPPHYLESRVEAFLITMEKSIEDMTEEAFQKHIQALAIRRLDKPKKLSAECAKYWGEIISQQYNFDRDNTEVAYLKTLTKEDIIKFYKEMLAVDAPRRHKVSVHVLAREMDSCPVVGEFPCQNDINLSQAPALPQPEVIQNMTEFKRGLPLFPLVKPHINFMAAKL
CHRM4 PAM: human M4 muscarinic receptor positive allosteric modulators, primary screen, CHO-K1 cells, Fluo-8 calcium fluorescence; Muscarinic acetylcholine receptor M4 (Homo sapiens), P08173; CHO-K1 hM4/Gqi5, ACh EC20; 0% = ACh EC20, 100% = maximal ACh; activation, % at 3 µM; 360,000 compounds, 0.4% hits; AID 624126, 2012;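 active = activation above its plate's cutoff, the mean activation of sample wells plus 3 SD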; also: some results filed as inactive read as strong as hits
M5 antag: human M5 muscarinic receptor antagonists, primary screen, CHO cells, Fluo-8 calcium fluorescence | CHO-hM5 cells, ACh EC80 | inhibition, % at 3 µM | 360,000 compounds, 0.59% hits;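 active = inhibition above a per-plate cutoff, the mean of that plate's test compounds plus 3 SD, cut at about 27% in these data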;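 also: 0% = acetylcholine EC80 with DMSO and 100% = DMSO without agonist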
CRFR2-BP antag: antagonists of CRF-BP/CRF-R2 complex, primary screen, cell-based, HEK293, calcium dye fluorescence, uHTS; CRF-induced calcium fluorescence; inhibition, % at 11.8 µM; AID 588475, 2011; 350,000 compounds, 0.59% hits;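 active = inhibition of the ligand-induced calcium signal above about 50% at the single tested concentration, limit read from the data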
CRFR2-BP ag: agonists of CRF-BP/CRF-R2 complex, primary screen, cell-based, HEK293, calcium dye fluorescence, uHTS. CRF-binding protein / CRF receptor 2 complex (human). calcium dye fluorescence (FLIPR); percent of saturating CRF peptide response. 350,000 compounds, 0.46% hits. activation, % at 13.2 µM. AID 588473, 2011;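 active = activation of at least 50%, plus an integration ratio under a set limit after plate pattern correction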;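 also: plate controls were neutral control wells without compound for no effect and CRF at EC100 for full effect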
CHRM5 PAM: human M5 muscarinic receptor positive allosteric modulators, primary screen, CHO-K1 cells, Fluo-8 calcium fluorescence | AID 624038, 2012 | Muscarinic acetylcholine receptor M5 (Homo sapiens), P08912 | CHO-K1 hM5, ACh EC20 PAM; 0% = ACh EC20, 100% = ACh EC100 | 360,000 compounds, 0.3% hits | activation, % at 3 µM;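 active = activation above the run cutoff, the mean activation of all test compounds plus 3 SD, cut at about 18% in these data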
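Assay system – human M5 receptor in CHO-K1 cells · Read-out – % activation, ACh-normalized · Technique – Fluo-8 calcium fluorescence · Dosing – single-point, 3 µM nominal · Incubation – Fluo-8 loading 80 min at 37 °C plus 30 min room temperature · Repeats – singlicate, one well per test compound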
M5 ag: human M5 muscarinic receptor agonists, primary screen, CHO-K1 cells, Fluo-8 calcium fluorescence. Muscarinic acetylcholine receptor M5 (Homo sapiens), P08912. CHO-K1 hM5 cells; 0% DMSO wells, 100% maximal acetylcholine response. activation, % at 3 µM. 360,000 compounds, 0.19% hits. AID 624037, 2012;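 active = activation above the run's mean over test compounds plus 3 SD, cut at about 23% in these data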;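 also: signal is peak over basal fluorescence ratio across the kinetic read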
CHRM4 antagonist: human M4 muscarinic receptor antagonists, primary screen, CHO cells, Fluo-8 calcium fluorescence. inhibition, % at 3 µM. Muscarinic acetylcholine receptor M4 (Homo sapiens), P08173. AID 624125, 2012. 360,000 compounds, 0.73% hits. CHO-hM4 cells, ACh EC80;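 active = inhibition above its plate's cutoff, the mean inhibition of sample wells plus 3 SD, cut at about 27% in these data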;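 also: 0% = acetylcholine EC80 with DMSO and 100% = DMSO without agonist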
* marks the source's active call; other numbers are inactive results.

What do the screens show for `COc1ccc(-n2cnc3ccccc3c2=O)c([N+](=O)[O-])c1`?
M4 ag: 2; CHRM4 PAM: -5; M5 antag: -4; CRFR2-BP antag: 7; CRFR2-BP ag: -1.7; CHRM5 PAM: 4; M5 ag: 1; CHRM4 antagonist: -4

Results for COc1ccc(NC(=O)C[C@H]2C(=O)N(C3CCCCC3)C[C@@H]2c2ccccc2)cc1 ?
M4 ag: 2; CHRM4 PAM: 3; M5 antag: -6; CRFR2-BP antag: 4; CRFR2-BP ag: 0.7; CHRM5 PAM: 6; M5 ag: 1; CHRM4 antagonist: -5

How did COc1ccc(S(=O)(=O)N(CC(=O)NCc2ccccn2)c2ccc(Cl)cc2)cc1 do in these assays?
M4 ag: 1; IDE inh: 9; CHRM4 PAM: -8; M5 antag: 3; CRFR2-BP antag: 5; CRFR2-BP ag: 2.3; CHRM5 PAM: -3; M5 ag: -1; CHRM4 antagonist: 6

What do the screens show for `O=c1c2ccccc2[nH]c(=S)n1CCN1CCCCC1`?
M4 ag: 1; IDE inh: -3; CHRM4 PAM: 5; M5 antag: -2; CRFR2-BP antag: 1; CRFR2-BP ag: 2.2; CHRM5 PAM: 3; M5 ag: -5; CHRM4 antagonist: -10

How did Cc1ccc(-n2nc3c(=O)n(CC(=O)NCCc4ccc(Cl)cc4)nc(C)c3c2C)cc1 do in these assays?
M4 ag: -1; IDE inh: 7; CHRM4 PAM: 1; M5 antag: 4; CRFR2-BP antag: 5; CRFR2-BP ag: 1.2; CHRM5 PAM: 4; M5 ag: -5; CHRM4 antagonist: 0

What do the screens show for `Cc1[nH]n(-c2ccc(Br)cc2)c(=O)c1C=Nc1ccc(S(=O)(=O)Nc2nccs2)cc1`?
M4 ag: 1; IDE inh: 0; CHRM4 PAM: 5; M5 antag: -6; CRFR2-BP antag: -5; CRFR2-BP ag: -1.4; CHRM5 PAM: 10; M5 ag: 2; CHRM4 antagonist: 9

What do the screens show for `CCn1c(SCC(=O)N2CCC(C)CC2)nnc1-c1ccco1`?
M4 ag: 1; IDE inh: 7; CHRM4 PAM: -10; M5 antag: 0; CRFR2-BP antag: 6; CRFR2-BP ag: -0.5; CHRM5 PAM: 1; M5 ag: -3; CHRM4 antagonist: -6

How did COn1c(=S)[nH]c2ccccc2c1=O do in these assays?
M4 ag: 3; IDE inh: 0; CHRM4 PAM: 4; M5 antag: -2; CRFR2-BP antag: 1; CRFR2-BP ag: 0.1; CHRM5 PAM: 3; M5 ag: 1; CHRM4 antagonist: 7

How did CC(NC(=O)c1ccc(Br)cc1)C(=O)NC1=NCCS1 (configuration not stated) do in these assays?
M4 ag: 1; IDE inh: -5; CHRM4 PAM: 4; M5 antag: 9; CRFR2-BP antag: -11; CRFR2-BP ag: -0.2; CHRM5 PAM: -1; M5 ag: -3; CHRM4 antagonist: -4

Results for CCCc1[nH]nc2c1C(c1ccc(O)c(OC)c1)C(C#N)=C(N)O2 (configuration not stated) ?
M4 ag: 0; IDE inh: -5; CHRM4 PAM: 6; M5 antag: -4; CRFR2-BP antag: -12; CRFR2-BP ag: 3.1; CHRM5 PAM: 4; M5 ag: 1; CHRM4 antagonist: 11

How did O=C(NCC1CCCO1)c1ccc(S(=O)(=O)Nc2ccc(F)cc2)cc1 (configuration not stated) do in these assays?
M4 ag: 9; CHRM4 PAM: 7; M5 antag: 9; CRFR2-BP antag: -6; CRFR2-BP ag: 4.0; CHRM5 PAM: -4; M5 ag: 7; CHRM4 antagonist: -11

How did CN(C)c1ncnc2sc(-c3ccccc3)cc12 do in these assays?
M4 ag: 0; IDE inh: 2; CHRM4 PAM: 11; M5 antag: 4; CRFR2-BP antag: 4; CRFR2-BP ag: -0.3; CHRM5 PAM: 0; M5 ag: -6; CHRM4 antagonist: 1

What do the screens show for `O=C(NCCS(=O)(=O)N1CCN(c2ccccc2)CC1)c1ccc(Br)o1`?
M4 ag: 5; IDE inh: -2; CHRM4 PAM: 12; M5 antag: -12; CRFR2-BP antag: 12; CRFR2-BP ag: -1.3; CHRM5 PAM: -6; M5 ag: -3; CHRM4 antagonist: -18

How did Cc1ccc(C)c(N2CCN(C(=O)C3CCN(c4nnc(N5CCCC5=O)s4)CC3)CC2)c1 do in these assays?
M4 ag: 7; IDE inh: 1; CHRM4 PAM: -1; M5 antag: 7; CRFR2-BP antag: -4; CRFR2-BP ag: -0.8; CHRM5 PAM: -11; M5 ag: -1; CHRM4 antagonist: 1

How did CN(C)S(=O)(=O)c1cccc(N=C2SCCN2Cc2ccccc2)c1 do in these assays?
M4 ag: 10; IDE inh: -5; CHRM4 PAM: -19; M5 antag: 1; CRFR2-BP antag: 13; CRFR2-BP ag: -1.2; CHRM5 PAM: -17; M5 ag: 9; CHRM4 antagonist: 26

How did CCn1c(O)c(N=NC(=O)Cc2csc(N3CCOCC3)n2)c2ccccc21 do in these assays?
M4 ag: 15; IDE inh: 1; CHRM4 PAM: -17; M5 antag: 6; CRFR2-BP antag: -4; CRFR2-BP ag: -5.9; CHRM5 PAM: -6; M5 ag: -3; CHRM4 antagonist: 3

Results for CCOc1ccc(N(CC(=O)OC)S(=O)(=O)c2ccc3c(c2)n(C)c(=O)c(=O)n3C)cc1 ?
M4 ag: 0; IDE inh: 1; CHRM4 PAM: -3; M5 antag: 1; CRFR2-BP antag: 11; CRFR2-BP ag: -0.9; CHRM5 PAM: -5; M5 ag: -1; CHRM4 antagonist: -2

Results for CC(=O)Nc1ccc(NC(=O)CN(c2ccc(C(C)C)cc2)S(=O)(=O)c2ccccc2)cc1 ?
M4 ag: 1; IDE inh: -5; CHRM4 PAM: 7; M5 antag: -1; CRFR2-BP antag: -4; CRFR2-BP ag: -0.4; CHRM5 PAM: 8; M5 ag: -1; CHRM4 antagonist: -4

How did CC1CCN(CCCn2c(SCC(=O)Nc3ccccc3Cl)nc3ccccc3c2=O)CC1 do in these assays?
M4 ag: 4; IDE inh: 0; CHRM4 PAM: -5; M5 antag: -5; CRFR2-BP antag: -7; CRFR2-BP ag: 1.5; CHRM5 PAM: 3; M5 ag: -12; CHRM4 antagonist: -12

How did COc1cc(OC)cc(C(=O)N[C@H](C(=O)NC2CCCc3ccccc32)C(C)C)c1 (some centres not stated) do in these assays?
M4 ag: 1; IDE inh: 4; CHRM4 PAM: -3; M5 antag: 6; CRFR2-BP antag: 2; CRFR2-BP ag: -4.7; CHRM5 PAM: -5; M5 ag: 3; CHRM4 antagonist: -5

What do the screens show for `COc1ccc(NC(=S)N2CCN(c3ncccn3)CC2)cc1`?
M4 ag: 1; IDE inh: 1; CHRM4 PAM: -3; M5 antag: 0; CRFR2-BP antag: 0; CRFR2-BP ag: 0.9; CHRM5 PAM: -5; M5 ag: -2; CHRM4 antagonist: 0

Results for COc1ccc(C2C(=O)N(C3CCCCC3)CC(=O)N2C2CCCCC2)cc1 (configuration not stated) ?
M4 ag: 1; IDE inh: 5; CHRM4 PAM: 7; M5 antag: -2; CRFR2-BP antag: -11; CRFR2-BP ag: 0.9; CHRM5 PAM: 2; M5 ag: 1; CHRM4 antagonist: 1

How did O=CNCCCc1nc2ccccc2n1CCc1ccccc1 do in these assays?
M4 ag: 1; CHRM4 PAM: -1; M5 antag: 9; CRFR2-BP antag: 3; CRFR2-BP ag: -1.0; CHRM5 PAM: 7; M5 ag: 0; CHRM4 antagonist: -6

How did Cc1cc(C(=O)N/N=C/c2cc(Br)c(Br)o2)n[nH]1 do in these assays?
M4 ag: 1; IDE inh: 5; CHRM4 PAM: 8; M5 antag: 0; CRFR2-BP antag: -2; CRFR2-BP ag: 0.8; CHRM5 PAM: 2; M5 ag: -3; CHRM4 antagonist: -24

What do the screens show for `Cc1c(C(=O)N(Cc2cccs2)C2CCS(=O)(=O)C2)oc2ccccc12` (configuration not stated)?
M4 ag: 3; IDE inh: 1; CHRM4 PAM: 5; M5 antag: -2; CRFR2-BP antag: -13; CRFR2-BP ag: -1.8; CHRM5 PAM: 1; M5 ag: 0; CHRM4 antagonist: 1

Results for CSc1nc2nc3c(cn2n1)C(=O)CC(c1ccccc1)C3 (configuration not stated) ?
M4 ag: 1; IDE inh: 0; CHRM4 PAM: -5; M5 antag: 2; CRFR2-BP antag: 11; CRFR2-BP ag: 6.7; CHRM5 PAM: -2; M5 ag: 2; CHRM4 antagonist: 0

What do the screens show for `CCSc1nnc(NC(=O)CCN2C(=O)C3CCCCC3C2=O)s1` (configuration not stated)?
M4 ag: 2; IDE inh: -3; CHRM4 PAM: 8; M5 antag: -4; CRFR2-BP antag: 2; CRFR2-BP ag: -1.3; CHRM5 PAM: 3; M5 ag: 1; CHRM4 antagonist: -3

Results for CCN1CCN(C(=O)CNC(=O)c2nn(-c3ccc(OC)cc3)c(=O)c3ccccc23)CC1 ?
M4 ag: 2; IDE inh: 0; CHRM4 PAM: 3; M5 antag: 10; CRFR2-BP antag: -1; CRFR2-BP ag: -1.1; CHRM5 PAM: -3; M5 ag: -2; CHRM4 antagonist: -1

Results for CC(=O)c1c(C)[nH]c(C(=O)OCC(=O)NCc2ccccc2)c1C ?
M4 ag: 5; CHRM4 PAM: -3; M5 antag: -2; CRFR2-BP antag: 15; CRFR2-BP ag: 0.4; CHRM5 PAM: 0; M5 ag: 2; CHRM4 antagonist: 0

How did O=[N+]([O-])c1cccc(-c2csc(Nc3ccccc3)n2)c1 do in these assays?
M4 ag: -2; IDE inh: 8; CHRM4 PAM: -5; M5 antag: 6; CRFR2-BP antag: 9; CRFR2-BP ag: -1.0; CHRM5 PAM: -8; M5 ag: -6; CHRM4 antagonist: -5

Results for O=C(CCCSc1nc(-c2ccco2)cc(C(F)(F)F)n1)NCC1CCCO1 (configuration not stated) ?
M4 ag: 3; IDE inh: 3; CHRM4 PAM: 1; M5 antag: 4; CRFR2-BP antag: -10; CRFR2-BP ag: -1.2; CHRM5 PAM: -6; M5 ag: 0; CHRM4 antagonist: 12

Random excerpt: 2 compounds from above
What do the screens show for `O=C(NCCS(=O)(=O)N1CCN(c2ccccc2)CC1)c1ccc(Br)o1`?
M4 ag: 5; IDE inh: -2; CHRM4 PAM: 12; M5 antag: -12; CRFR2-BP antag: 12; CRFR2-BP ag: -1.3; CHRM5 PAM: -6; M5 ag: -3; CHRM4 antagonist: -18

Results for CCOc1ccc(N(CC(=O)OC)S(=O)(=O)c2ccc3c(c2)n(C)c(=O)c(=O)n3C)cc1 ?
M4 ag: 0; IDE inh: 1; CHRM4 PAM: -3; M5 antag: 1; CRFR2-BP antag: 11; CRFR2-BP ag: -0.9; CHRM5 PAM: -5; M5 ag: -1; CHRM4 antagonist: -2

Source: PubChem
